CHT allo act – human CHT allosteric activation | Q9GZV3 | CHT-expressing cells, membrane potential dye, choline EC20; hits give high values; LV-AA mutant CHT in HEK293 cells | B-score at 10 µM | 0.49% of 310,000 active;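 active = initial fluorescence not abnormally high and integrated response B-score, plate-corrected, over 3 SD above library mean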
Target sequence (Q9GZV3 whole entry, looked up): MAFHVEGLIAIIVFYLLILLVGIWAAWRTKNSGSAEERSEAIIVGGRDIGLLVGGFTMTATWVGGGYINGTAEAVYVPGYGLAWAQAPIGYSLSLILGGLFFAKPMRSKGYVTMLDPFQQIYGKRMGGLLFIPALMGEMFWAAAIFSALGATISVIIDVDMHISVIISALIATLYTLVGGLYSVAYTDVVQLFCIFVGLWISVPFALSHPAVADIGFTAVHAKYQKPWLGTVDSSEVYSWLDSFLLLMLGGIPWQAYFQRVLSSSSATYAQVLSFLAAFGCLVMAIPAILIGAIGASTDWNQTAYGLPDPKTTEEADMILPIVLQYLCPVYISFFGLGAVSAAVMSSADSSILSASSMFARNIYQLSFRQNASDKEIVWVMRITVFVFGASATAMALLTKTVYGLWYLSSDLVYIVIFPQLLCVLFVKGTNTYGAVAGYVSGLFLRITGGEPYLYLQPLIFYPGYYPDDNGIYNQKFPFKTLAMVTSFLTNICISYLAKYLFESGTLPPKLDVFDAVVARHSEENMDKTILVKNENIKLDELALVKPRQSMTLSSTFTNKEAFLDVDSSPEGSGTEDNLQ
CHT inh – inhibitors of human choline transporter CHT; Q9GZV3; CHT-expressing cells, membrane potential dye, choline response; hits give low values; B-score at 10 µM; 0.86% of 310,000 active; AID 488975;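 active = B-score over 3 SD under the library average, and starting fluorescence ratio not unusually high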;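 also: choline stimulus applied at its EC90 after an EC20 pre-addition; B-score computed on integrated fluorescence ratio after choline addition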
Active calls of the source: *; i = inactive.

Preview (four entries):
SMILES | CHT allo act | CHT inh
COc1ccc(CCN2CC3=C(C2=O)C(c2ccccc2)NC(=O)N3C)cc1OC (stereo not given) | i | i
COc1ccc(S(=O)(=O)NCCSc2ccccc2)cc1OC | i | i
Cc1ccc(S(=O)(=O)CCC(=O)NCc2ccccc2)cc1 | i | i
COc1ccc(NC(=S)Nc2ccc3nc(C)c(C)nc3c2)cc1 | i | i

This part in full, previewed entries included:
SMILES | CHT allo act | CHT inh
COc1ccc(CCN2CC3=C(C2=O)C(c2ccccc2)NC(=O)N3C)cc1OC (stereo not given) | i | i
COc1ccc(S(=O)(=O)NCCSc2ccccc2)cc1OC | i | i
Cc1ccc(S(=O)(=O)CCC(=O)NCc2ccccc2)cc1 | i | i
COc1ccc(NC(=S)Nc2ccc3nc(C)c(C)nc3c2)cc1 | i | i
O=C1C=C(NCc2ccc3c(c2)OCO3)CC(c2ccccc2)C1 (stereo not given) | i | i
Fc1ccc(CSc2nc3ncc(Br)cc3[nH]2)cc1 | i | i
Cc1cc(C)cc(C(=O)NC(CC(N)=O)c2ccc(N3CCC(N4CCCCC4)CC3)c([N+](=O)[O-])c2)c1 (stereo not given) | i | i
Cc1ccc(CCNS(=O)(=O)c2ccc3c(c2)N(C)CCO3)cc1 | i | i
COCCn1c(=O)[nH]c2cc(C(=O)NCC3CCCO3)ccc2c1=O (stereo not given) | i | i
FC(F)(F)c1cc(-c2ccco2)nc(N2CCN(c3ccccc3)CC2)n1 | i | i

No new results follow: an excerpt of the list.
SMILES | CHT allo act | CHT inh
Fc1ccc(CSc2nc3ncc(Br)cc3[nH]2)cc1 | i | i
Cc1cc(C)cc(C(=O)NC(CC(N)=O)c2ccc(N3CCC(N4CCCCC4)CC3)c([N+](=O)[O-])c2)c1 (stereo not given) | i | i
Cc1ccc(CCNS(=O)(=O)c2ccc3c(c2)N(C)CCO3)cc1 | i | i
COCCn1c(=O)[nH]c2cc(C(=O)NCC3CCCO3)ccc2c1=O (stereo not given) | i | i
FC(F)(F)c1cc(-c2ccco2)nc(N2CCN(c3ccccc3)CC2)n1 | i | i

Later entries:
SMILES | CHT allo act | CHT inh
O=C(O)c1cccc(S(=O)(=O)N2CCOCC2)c1 | i | i
COc1ccc(OC2OC3COC(C)(C)OC3C(O)C2NC(C)=O)cc1 (stereo not given) | i | i
CC(=O)C1=C(C)NC(SCc2cccc([N+](=O)[O-])c2)=C(C#N)C1c1ccco1 (stereo not given) | i | i
Cn1c(=O)[nH]c2cc3ccccc3cc21 | i | i
COCCN1C(=O)C(=O)/C(=C(/O)c2ccc(S(=O)(=O)N3CCOCC3)cc2)C1c1ccc(O)c(OC)c1 (stereo not given) | i | i
Cc1ccnc(NC(=O)CNC(=O)Cc2cccc3ccccc23)c1 | i | i
COCCNC(=O)CCC(=O)NNc1nc2ccccc2c2nc(-c3ccccc3)nn12 | i | i
CC(C)CCNC(=O)CSc1nc2ccccc2c(=O)[nH]1 | i | i
OC[C@@H](O)[C@@H](O[C@H]1O[C@H](CO)[C@@H](O)[C@H](O)[C@H]1O)[C@H](O)[C@@H](O)CO | i | i
CCCC(=O)Nc1c(-c2ccccc2)c(=O)c(C)nn1-c1ccccc1 | i | i
CS(=O)(=O)N1CCc2cc(C(=O)OCC(=O)c3ccccc3)ccc21 | i | i
Cc1cccc(N(CC(=O)NCCSc2nc3ccccc3s2)S(=O)(=O)c2ccccc2)c1 | i | i
COc1cccc(CNC(=O)C(Cc2ccccc2)n2cccc2)c1 (stereo not given) | i | i
COc1ccccc1CC(=O)N(CCC1=CCCCC1)c1c(N)n(Cc2ccccc2)c(=O)[nH]c1=O | i | i
CN(C)c1ccc(NC(=O)COC(=O)c2cc(=O)c3ccccc3o2)cc1 | i | i
CC(NCc1ccc([N+](=O)[O-])cc1)C1COc2ccccc2O1 (stereo not given) | i | i
Cn1c(O)c(N=Nc2ccc(F)cc2)c2ccccc21 | i | i
CN(Cc1ccccc1)C(=O)c1cc2cc(F)ccc2[nH]1 | i | i
Cc1ccc(OCc2cc(C(=O)NC3CCc4ccccc43)no2)cn1 (stereo not given) | i | i
CSc1cccc(NC(=O)c2ccccn2)c1 | i | i
CCC(=O)NC1=C(C#N)C2(CCCC2)Cc2ccccc21 | i | i
O=C(NCc1ccco1)C1OCCc2ccccc21 (stereo not given) | i | i
O=C1OC(c2ccc3c(c2)OCO3)N(C(=O)c2ccc(Cl)c(Cl)c2)c2ccccc21 (stereo not given) | i | i
CCC(C)CCCCCCCCCCC(=O)O (stereo not given) | i | i
C=CCNC(=S)NNC(=O)c1cccc2ccccc12 | i | i
Cc1cc(C)n2ncc(/C(N)=N/OC(=O)c3ccccc3F)c2n1 | i | i
CC1=C(C(=O)Nc2ccccc2)C(c2ccncc2)C(C#N)=C(SCC(=O)Nc2ccccc2)N1 (stereo not given) | i | i
COc1ccc(/C=N/NC(=O)c2ccc(-c3ccccc3)cc2)cc1O | i | i
CC1=C(C(=O)OCc2ccccc2)C(c2cccnc2)c2c(n(C)c(=O)n(C)c2=O)N1 (stereo not given) | i | i
COc1ccccc1OCC(=O)Nc1c2c(nn1-c1ccccc1)CS(=O)(=O)C2 | i | i
O=C(O)CCCN1C(=O)/C(=C/c2ccc(-c3nc4ccccc4s3)o2)SC1=S | i | i
COc1ccc(NC2CCCN(Cc3cccc4cnccc34)C2)cc1 (stereo not given) | i | i
CSCC[C@H](NC(=O)OC(C)(C)C)C(=O)N1CCC(C(=O)N[C@@H](C)C(=O)NCc2ccc(F)cc2)CC1 | i | i
O=S(=O)(NCCN1CCOCC1)c1ccc(Oc2ccccc2Cl)cc1 | i | i
CCOc1ccc(Nc2nc(N)c3ccccc3n2)cc1 | i | -5.8*
Nc1cc2c([N+](=O)[O-])cccc2o1 | i | i
Cc1c(C(=O)NNS(=O)(=O)c2ccccc2Cl)sc(=S)n1C | i | i
COc1cccc(/C=N/n2c(-c3cccs3)n[nH]c2=S)c1 | i | i
O=C(CN1CCOCC1)Nc1ncc(Cc2ccccc2Cl)s1 | i | i
CCc1nc(Nc2ccccc2O)c2oc3ccccc3c2n1 | i | i

4 entries from above, with each value named:
> COc1ccc(NC2CCCN(Cc3cccc4cnccc34)C2)cc1 (stereo not given)
  CHT allo act = i; CHT inh = i

> CSCC[C@H](NC(=O)OC(C)(C)C)C(=O)N1CCC(C(=O)N[C@@H](C)C(=O)NCc2ccc(F)cc2)CC1
  CHT allo act = i; CHT inh = i

> O=S(=O)(NCCN1CCOCC1)c1ccc(Oc2ccccc2Cl)cc1
  CHT allo act = i; CHT inh = i

> CCOc1ccc(Nc2nc(N)c3ccccc3n2)cc1
  CHT allo act = i; CHT inh = -5.8*

Compound profiles, from the list above:
Entry for `O=C(O)CCCN1C(=O)/C(=C/c2ccc(-c3nc4ccccc4s3)o2)SC1=S` → CHT allo act = i; CHT inh = i
Entry for `CCOc1ccc(Nc2nc(N)c3ccccc3n2)cc1` → CHT allo act = i; CHT inh = -5.8*

Following part
SMILES | CHT allo act | CHT inh
COc1ccc(CCNC(=O)CCC(=O)N2CC(C)Oc3ccccc32)cc1OC (stereo not given) | i | i
O=C(Nc1ccc2oc(=O)ccc2c1)c1cccnc1 | i | i
OCCC1CN(Cc2ccccc2-c2ccco2)CCN1Cc1ccccc1 (stereo not given) | i | i
Cc1ccc(S(=O)(=O)CCc2nnc(NC(=O)COc3cccc(C)c3)s2)cc1 | i | i
COc1ccc(NC(=O)C(c2ccc(C)cc2)N(C)C(=O)Cc2cccs2)cc1 (stereo not given) | i | i
O=C(NCc1cccnc1)c1cccs1 | i | i
COC(=O)Cc1ccc(OCC(=O)Nc2ccc(OC(F)(F)F)cc2)cc1 | i | i
C=CCn1c(SCC(=O)NC(N)=O)nnc1-c1cc2c(s1)CCC(CC)C2 (stereo not given) | i | i
CCNC(=S)N1CCCC(C(N)=O)C1 (stereo not given) | i | i
Cc1ccc(C)n1-c1sc2c(c1C#N)CCCC2 | i | i
COc1cc(Cn2ccnc2)c(OC)cc1Cn1ccnc1 | 13* | i
COc1cc(-c2nnc(CSc3nnc(Nc4ccc(C(C)C)cc4)s3)o2)cc(OC)c1OC | i | i
CCc1ccc(N2C(=O)C(Cl)=C(N3CCOCC3)C2=O)cc1 | i | i
CCOc1ccc(CO/N=C/c2c(C)[nH]c(=O)[nH]c2=O)cc1 | i | i
CCOc1ncccc1C(=O)N1CCN(C(=O)c2ccccc2)CC1 | i | i
COc1ccc(-n2nnnc2SCC(=O)N2CCN(C(=O)c3ccco3)CC2)cc1OC | i | i
O=C(O)C1CCCN1c1ncccc1[N+](=O)[O-] (stereo not given) | i | i
CCc1cc2c(=O)n(Cc3ccco3)c(SCc3c(C)noc3C)nc2s1 | i | i
CCOc1ccc(Cc2c(Cl)nc(N)nc2Cl)cc1 | i | i
Cc1[nH]nc2c1-c1nc3ccccc3nc1C(C)(C)C2 | i | -5*
CN1c2ccccc2C(C)(C)C12CC(c1ccc(Cl)c(S(=O)(=O)N3CCCC3)c1)=NO2 (stereo not given) | i | i
COc1ccc(Cl)cc1C(=O)NC(=S)Nc1nc(C)cc(C)n1 | i | i
Cc1ccccc1OCC(=O)N/N=C/c1cn(Cc2ccccc2)c2ccccc12 | i | i
CNC(=O)C(=O)NCC1OCCCN1S(=O)(=O)c1cccs1 (stereo not given) | i | i
CCOC(=O)N1CCN(c2c(NCc3ccc(F)cc3)c(=O)c2=O)CC1 | i | i
CCn1c(SCC(=O)Nc2ccc(OC)cc2)nc2nc3c(cc2c1=O)COC(C)(C)C3 | i | -5*
C=CCNC(=O)/C(=C/c1cn(-c2ccccc2)nc1-c1cccc([N+](=O)[O-])c1)NC(=O)c1ccccc1 | i | i
Cc1cc(C)cc(OCc2nnc(SCC(=O)c3ccccc3)o2)c1 | i | i
Cc1ccc(S(=O)(=O)N2CCCCC2CCNC(=O)C(=O)NC2CC2)cc1 (stereo not given) | i | i
CCC1Oc2ccccc2N(CC(=O)NCCCN2CCN(CC)CC2)C1=O (stereo not given) | i | i
CC(C)NC(=O)c1cnc(Sc2ncc(C(F)(F)F)cc2Cl)n1C | i | i
CCCc1cc(=O)oc2cc(C)cc(O)c12 | i | i
C[n+]1ccc(/C=C/c2ccc(Br)cc2)cc1 | i | i
CCn1c(SCC(=O)Nc2ccc(C(=O)OC)cc2)nnc1-c1cccs1 | i | i
COC(=O)c1c(-c2ccccc2)csc1NC(=O)CSc1ncnc2sc(C)c(C)c12 | i | i
S=c1[nH]nc(-c2ccncc2)n1/N=C/c1ccccc1 | i | i
O=C(COC(=O)c1cncc(Br)c1)Nc1nnc(-c2ccccc2)o1 | i | i
Cc1cc(C)c[n+](C2=C([O-])c3ccccc3C(=O)/C2=N\S(=O)(=O)c2cccs2)c1 | i | i
CC1=[N+]([O-])C(C)(C)CC(C)(C)c2ccccc21 | i | i
COCc1cc(=O)[nH]c(Nc2nc3ccc(C)cc3o2)n1 | i | i
Cc1ccc(SCc2c(C(=O)N/N=C/C3CC=CCC3)nnn2-c2nonc2N)cc1 (stereo not given) | i | i
COc1cccc(CNS(=O)(=O)c2cc3c4c(c2)CCN4C(=O)CC3)c1 | i | i
CCOC(=O)N1CCC(NC(=O)c2cc(S(=O)(=O)N(CC)CC)ccc2F)CC1 | i | i
CCOc1ccccc1NC(=O)Cn1nnc(C(=O)NCc2ccco2)c1N | i | i
COc1ccc(C(=O)NC2CC3CCCC(C2)N3CC(C)C)cc1 (stereo not given) | i | i
Cn1ncc(Oc2ccc([N+](=O)[O-])cc2)c(Cl)c1=O | i | i
O=C(O)CP(=O)(O)O | i | i
O=C(NCC1CCCN(Cc2cccc(OCCO)c2)C1)c1ccc(F)cc1 (stereo not given) | i | i
Cc1ccc(N2C(=O)CC(NNC(=O)c3cccc(S(=O)(=O)N4CCCC4)c3)C2=O)cc1 (stereo not given) | i | i
O=C(O)/C(=C\c1ccco1)NC(=O)c1ccco1 | i | i

More compounds.
SMILES | CHT allo act | CHT inh
CCOc1cc(/C=N/NC(=O)c2ccc(CN3CCOCC3)cc2)ccc1OCc1ccccc1 | i | i
CCCCCCCC(=O)N/N=C(\C)c1cccnc1 | i | i
COc1ccc(CNC(=O)COC(=O)CCc2nc3ccccc3c(=O)[nH]2)cc1 | i | i
CCCc1nnc(N2C(=O)c3cccc4cccc(c34)C2=O)s1 | i | i
CCOC(=O)C1=C(C)OC2(O)c3ccccc3C(=O)C12O (stereo not given) | i | i
O=C(/C=C/c1ccccc1[N+](=O)[O-])N1CCOCC1 | i | i
CCOc1ccccc1NS(=O)(=O)N(C)C | i | i
COc1ccc(Oc2cc(C)c3ccccc3n2)cc1 | i | i
Cn1nc(-c2ccccc2)cc1NC(=O)Nc1ccc(F)cc1 | i | i
CCCS(=O)(=O)NCCc1cc2c(C)ccc(C)c2[nH]c1=O | i | i
CCOc1ccc(Cc2c(Cl)nc(SC)nc2OC)cc1 | i | i
CCCCn1c(N)c(N(CCOC)C(=O)c2cccc(S(=O)(=O)N3CCCCC3)c2)c(=O)[nH]c1=O | i | i
Oc1c(C(c2cccs2)N2CCN(c3ccccc3)CC2)ccc2cccnc12 (stereo not given) | i | i
O=S1(=O)CCC(NC(=S)Nc2ccc3ccccc3c2)C1 (stereo not given) | i | i
COc1ccc([N+](=O)[O-])cc1NC(=O)c1ccccc1SC | i | i
COc1ccc(CN=C2NN=C(c3cccc(OC)c3)CS2)cc1 | i | i
O=c1cc(-c2ccccc2Cl)oc2cccc(O)c12 | i | i
CCOC(=O)c1c(NC(=O)CC2Sc3ccc(C(F)(F)F)cc3NC2=O)sc(C)c1C (stereo not given) | i | i
O=S(=O)(NCc1ccccc1)c1cnc[nH]1 | i | i
CC(C)CN(CC(C)C)S(=O)(=O)N1CCC(C(=O)N2CCc3ccccc3C2)CC1 | i | i
COc1ccc(Cl)cc1NC(=O)CCN1CCN(C)CC1 | i | i
COc1ccc(NC(=S)N2CCC(c3nc4ccccc4[nH]3)CC2)c(OC)c1 | i | i
O=C(/C=C/c1ccco1)N1CCN(S(=O)(=O)c2cccs2)CC1 | i | i
Cc1cccc(-c2nnc(SCc3ccc(C#N)cc3)n2Cc2ccco2)c1 | i | i

Screening results deposited in PubChem BioAssay by Johns Hopkins Ion Channel Center.
